ALOX15B inhib: 15-hLO-2 (ALOX15B) enzyme inhibition; O15296; purified 15hLO-2, xylenol orange hydroperoxide absorbance; Potency, µM (series often up to 57.1 µM), inactives show top-dose activity change, negative = inhibition, hits mostly inhibitors; actives 0.56% (n = 110,000); AID 881; note: potency is the fitted concentration of half-maximal effect; nearly all actives have a fitted effect of over 60% in size; many of its hits are not listed in these tables
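Read-out: hydroperoxide product oxidises ferrous iron, measured as xylenol orange complex via the 573-to-405 nm absorbance ratio after 30 min. Reaction: 50 nM enzyme, 15 min compound preincubation, 45 uM arachidonic acid, 90 min RT, Hepes pH 7.5 with Triton X-100.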
ALOX12 inhib: 12-hLO (ALOX12) enzyme inhibition; P18054; purified 12-hLO, xylenol orange hydroperoxide absorbance; Potency, µM (doses to about 57.1 µM), inactives show top-dose activity change, negative = inhibition, most hits filed as inhibitors; actives 0.12% (n = 150,000); AID 1452; note: potency is the fitted concentration of half-maximal effect; nearly all actives have a fitted effect of over 55% in size; many of its hits are not listed in these tables
Target sequence (P18054 whole entry, looked up): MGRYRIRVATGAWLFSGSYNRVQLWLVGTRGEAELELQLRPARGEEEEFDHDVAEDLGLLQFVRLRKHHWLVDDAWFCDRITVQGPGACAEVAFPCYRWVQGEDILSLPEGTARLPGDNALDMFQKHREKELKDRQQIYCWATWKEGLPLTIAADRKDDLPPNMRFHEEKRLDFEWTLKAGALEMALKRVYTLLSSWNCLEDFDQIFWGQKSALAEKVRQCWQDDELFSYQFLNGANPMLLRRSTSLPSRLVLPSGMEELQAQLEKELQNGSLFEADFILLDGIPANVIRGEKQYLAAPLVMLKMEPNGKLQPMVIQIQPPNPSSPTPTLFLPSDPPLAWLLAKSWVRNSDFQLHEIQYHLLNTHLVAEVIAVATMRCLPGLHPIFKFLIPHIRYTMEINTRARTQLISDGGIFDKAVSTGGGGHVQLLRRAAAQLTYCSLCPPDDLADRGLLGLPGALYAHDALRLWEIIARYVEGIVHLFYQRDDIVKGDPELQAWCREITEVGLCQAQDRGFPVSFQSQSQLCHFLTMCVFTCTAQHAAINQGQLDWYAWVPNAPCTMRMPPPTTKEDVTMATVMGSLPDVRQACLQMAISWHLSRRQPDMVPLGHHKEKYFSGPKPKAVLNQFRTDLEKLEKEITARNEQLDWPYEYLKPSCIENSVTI
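Purified human 12hLO (150 nM final) was preincubated with compounds for 15 min at room temperature in 25 mM Hepes pH 7.0, 0.01% Triton X-100, then reacted with 40 uM arachidonic acid for 30 min. Hydroperoxide was detected with ferrous iron/xylenol orange.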
PNC inhibitor: perinucleolar compartment assembly inhibition; PC3M PTB-GFP, PNC prevalence imaging, 16 h; hits give low values; activity change (PNC), negative = inhibition, % at 10 µM; actives 3.1% (n = 140,000);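 active = readout at or below -70, meaning at least 70% loss of cells showing the perinucleolar compartment, a nuclear body marking cancer cells; inconclusive = readout between -30 and a set limit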;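 note: plate controls were DMSO wells for no effect and camptothecin positive control wells for full effect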
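PC3M cells stably expressing PTB-GFP, 750–1000 cells/well, treated 16 h at 37 °C with compound (23 nl of library stock), in duplicate. After paraformaldehyde fixation and Hoechst stain, imaged at 20x; PNC prevalence scored by image analysis.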
IMPase inh: membrane-permeable compound that blocks inositol monophosphatase; CHO-M1 cells, IP1 accumulation, HTRF TR-FRET ratio; inhibition (IP1 accumulation), % at 46.1 µM; P97697; AID 901; 120,000 tested, under 10 active; active = well fitted curve in the direction sought with a large enough effect in the signal ratio, not every such curve was filed as active; inconclusive = small, poorly fitted or top-dose-only effect, or a change in a side signal; inactive = no such curve, though single readings can be large or run the other way; the % refers to the signal ratio;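 note: cells stimulated with carbachol in lithium chloride buffer; plate controls were DMSO basal wells for no effect and reference inhibitor wells for full effect; higher means more IMPase inhibition seen as more IP1 and lower FRET ratio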
Target sequence (P97697 whole entry, looked up): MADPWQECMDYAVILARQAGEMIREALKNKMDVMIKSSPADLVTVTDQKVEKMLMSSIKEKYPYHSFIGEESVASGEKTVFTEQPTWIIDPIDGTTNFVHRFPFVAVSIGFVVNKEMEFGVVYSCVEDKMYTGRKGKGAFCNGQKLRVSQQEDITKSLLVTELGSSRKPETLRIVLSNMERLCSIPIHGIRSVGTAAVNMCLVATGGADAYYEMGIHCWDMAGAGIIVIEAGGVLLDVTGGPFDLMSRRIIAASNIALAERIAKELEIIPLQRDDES
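CHO-M1 cells (CHO stably expressing M1 receptor), compound up to 46 uM final, stimulated with carbachol (50 uM as added) in buffer with 50mM LiCl, pH 7.4, 30 min at 37C. Cytosolic IP1 read by TR-FRET; AC50 from Hill fits.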
Active calls of the source: *; ? = inconclusive; nt = no result given; [ ] = dose if it differs, or a comment. Unless noted, calls come from the whole dose curve; as a rule, active = well fitted curve in the direction sought with a large enough effect; inconclusive = small, poorly fitted or top-dose-only effect, or another doubt; inactive = no such curve, though single readings can be large; an effect the other way counts as inactive or inconclusive. Unless noted, % is set by controls: 0 for no effect and ±100 for the full control effect. A portion of the library; count on the stated rates, not on these rows.

Fields – ALOX15B inhib	ALOX12 inhib	PNC inhibitor	IMPase inh
> O=C(CSc1nc(-c2ccco2)cc(C(F)(F)F)n1)NC1CCCC1
  -3%	2%	?	-4
> CCCCC(=O)NC(c1ccccc1Cl)c1c(O)ccc2ccccc12 (configuration not stated)
  nt	-2%	-19	nt
> O=C(NC1CCCC1)C1CCCN(S(=O)(=O)c2cccc3cccnc23)C1 (configuration not stated)
  -5%	2%	-1	?
> Cc1ccc(Cn2c(=O)c3c(nc4n3CCN4Cc3ccco3)n(C)c2=O)cc1
  nt	-1%	-100*	-2
> O=C(OCC(=O)N1CCCCC1)c1cc2ccccc2cc1O
  -12%	1%	29	-1
> CCCCCCOC(=O)C1=C(C)NC(=O)NC1c1ccc(O)cc1 (configuration not stated)
  2%	-5%	?	3
> Cc1nn(-c2ccccc2)c(NC(=O)c2cccs2)c(-c2ccc(Cl)cc2)c1=O
  nt	2%	-14	nt
> N#CC1(c2ccccc2)CCCN1C(=O)c1ccccc1Br (configuration not stated)
  9%	3%	38	-3
> CCCCCn1nc(C)c(/C=N/NC(=O)c2ccoc2C)c1C
  nt	2%	-29	nt
> Cc1cc(C(=O)OCn2nnc3ccccc3c2=O)c(C)o1
  3%	-6%	-23	0
> Cn1c(=O)n(C)c2cc(S(=O)(=O)NCCc3ccccc3)ccc21
  -1%	-11%	-26	7
> CCOc1cc(CNc2ccccc2)cc(Br)c1OCc1ccc(F)cc1
  2%	-9%	?	7
> O=C(NCc1ccco1)c1cc2n(n1)C(C(F)(F)F)CC(c1ccc(F)cc1)N2 (configuration not stated)
  -2%	-3%	?	1
> Cc1ccc(/C=C2\CCC(C3CCCC3)C2=O)cc1 (configuration not stated)
  nt	-1%	-11	nt
> COc1ccc(S(=O)(=O)n2oc(=O)cc2-c2ccccc2)cc1OC
  -11%	-1%	30	7
> Cc1ccccc1OCc1nc2ccccc2c(=O)n1/N=C/c1cccc([N+](=O)[O-])c1
  nt	-3%	-9	nt
> CCCCc1c(O)n(-c2ccccc2)[nH]c1=O
  ?	-7%[0.00818 µM]	nt	nt
> CCOC(=O)c1c(-c2ccccc2Cl)cn2ccccc12
  -8%	-5%	18	-4
> CCCCNCc1cc(Cl)c(OCCC)c(OCC)c1
  24%	-12%	-11	-6
> Cn1c(SCC(=O)N2CCCc3ccccc32)nnc1-c1c[nH]c2ccccc12
  -6%	-4%	?	1
> CCN(CC)c1ccc(NC(=O)CCCCCN2C(=O)c3ccccc3C2=O)cc1
  -18%	1%	30	2
> CCSCC1COC(c2cccn2Cc2ccc(C)cc2)=N1 (configuration not stated)
  10%	-2%	-8	11
> O=C(COC(=O)c1ccc(S(=O)(=O)N2CCCC2)cc1)NCc1ccc(F)cc1
  -2%	2%	-17	-3
> O=C(CCn1cccc1)Nc1ccc(F)cc1
  2%	4%	36	6
> O=C(CSc1nc2ncc(Br)cc2[nH]1)Nc1ccc2c(c1)OCO2
  -24%	-4%	34	10
> CCCCC1C(=O)CC[C@H]2[C@@H]1CC(=O)[C@@H]2C/C=C\CCCC(=O)O (some centres not stated)
  nt	-2%	36	nt
> CCOC(=O)CC(=O)Nc1nc2ccccc2s1
  7%	-5%	24	5
> CC(C)C(=O)NCCSc1c[nH]c2ccccc12
  -4%	-3%	32	8
> Cc1cc([N+](=O)[O-])nn1CC(=O)N1N=C(C(F)F)CC1(O)C(F)F (configuration not stated)
  nt	2%	-3	nt
> O=S(=O)(/N=C(/c1ccccc1Cl)N1CCOCC1)c1ccccc1
  -13%	3%	32	0
> O=C(N1CCOCC1)N1CCN(C(c2ccccc2)c2ccccc2)CC1
  -9%	9%	106	1
> CCC(C)OC(=O)C1=C(C)NC(=O)CC1c1ccccc1OC (configuration not stated)
  3%	-7%	?	6
> O=C(O)CC/C=C\C[C@@H]1CO[C@H](c2ccccc2Cl)O[C@@H]1c1ccccc1O
  13%	-4%	nt	3
> CC(C)C(NC(=O)c1ccco1)C(=O)NCC(c1ccco1)N1CCCCC1 (configuration not stated)
  5%	-3%	?	-5
> O=C1CCCC(O)=C1N=Nc1c(Cl)cc(Cl)cc1Cl
  nt	2%	?	-6
> Cc1ccc(C(=O)N2CC3(C(C)C)CN(C(=O)c4ccc(C)cc4)CC(C(C)C)(C2)C3=O)cc1
  -4%	1%	60	4
> N/C(COc1ccc(F)cc1)=N\NC(=O)c1cccnc1Oc1ccccc1
  5%	-6%	-4	6
> O=C1CCC(C(=O)Nc2cccc3ccccc23)N1 (configuration not stated)
  5%	12%	-14	3
> COC(=O)c1[nH]c2cc(OC)ccc2c1NC(=O)CN1CCN(c2cccc(C)c2)C(C)C1 (configuration not stated)
  37%[activator]	4%	30	4
> Cn1c2ccccc2c(=O)c2c(=O)n(Cc3ccco3)c(COc3ccccc3)nc21
  nt	-2%	-87*	nt
> COc1ccc(C2=Nc3ccccc3OC2)cc1
  -17%	?	-26	6
> CCCCNS(=O)(=O)c1ccc(NC(=O)c2c(-c3ccccc3Cl)noc2C)cc1
  1%	-15%	38	-4
> CCN(CC)S(=O)(=O)c1ccc(NS(=O)(=O)c2cccc(C)c2)cc1
  7%	-1%	-24	6
> CC(C)(C)c1ccc(-c2nc(-c3ccncc3)no2)cc1
  nt	-5%	16	6
> CCN(CC)CCNC(=O)c1ccc(NC2=NC3CS(=O)(=O)CC3S2)cc1 (configuration not stated)
  -3%	3%	?	5
> COc1ccc(C(=O)c2ccc(OC)c(OC)c2)cc1
  0%	0%	-11	-2
> COc1cc(=O)n(C)c2ccccc12
  4%	-2%	13	17
> Cc1cccn2c(=O)c3cc(C#N)c(=O)n(CCCN4CCOCC4)c3nc12
  -15%	-2%	0	-1
> COc1ccc(-c2nn(-c3ccccc3)cc2C(=O)OCC(=O)c2ccc(C)c([N+](=O)[O-])c2)cc1
  nt	3%	8	nt
> CCCC1(C(=O)OC)C=C2C(=C(C)C(=O)C2C)CN1 (configuration not stated)
  4%	-4%	nt	nt
> COC(=O)C1=C(C)OC(N)=C(C#N)C1c1cc(OC)c(OCC(N)=O)cc1Cl (configuration not stated)
  -6%	-10%	18	0
> CCCCC(=O)Nc1ccc(C(=O)NNC(=O)c2cccs2)cc1
  nt	-1%	-28	-7
> CN(C)c1nc(C(=O)NN)nc(N(C)C)n1
  5%	5%	-25	7
> Cc1ccccc1NC(=O)C1Cc2ccccc2CN1C(=O)OCc1ccccc1 (configuration not stated)
  nt	-1%	?	nt
> COc1ccc(NC(=O)CSc2nnc(-c3cccs3)n2C)cc1OC
  1%	0%	25	-8
> Cc1cc(C)n2nc(SCCC(=O)NCCc3ccccc3)nc2n1
  4%	-1%	36	-4
> Cc1cc(NC(=O)C2CCCCC2)nc2c1c(=O)oc1ccccc12
  21%	5%	38	3
> O=C(CN(C(=O)Cn1nnc(-c2cccs2)n1)c1ccc2c(c1)OCCO2)NCC1CCCO1 (configuration not stated)
  1%	2%	43	8
> Nc1nc(-c2ccco2)c(-c2ccco2)s1
  -22%	-14%	9	7
> O=C(NCCc1ccc(F)cc1)c1cccs1
  nt	6%	1	?

Further compounds follow.
Fields – ALOX15B inhib	ALOX12 inhib	PNC inhibitor	IMPase inh
> O=c1[nH]n2c(=O)c3c([nH]c2c1N=Nc1ccccc1)CCC3
  nt	4%	?	nt
> C=CCNC(=S)Nc1cccc2ccccc12
  -12%	-9%	-96*	5
> Cc1ccc(C)c(N(CC(=O)NCc2ccc3c(c2)OCO3)C(=O)CCC(=O)Nc2ccccn2)c1
  3%	-9%	17	7
> c1ccc(-c2nc(-c3cccs3)[nH]c2-c2ccccc2)cc1
  -4%	3%	36	2
> O=C(CN1CCN(CC(=O)Nc2ccccn2)CC1)Nc1ccccn1
  -2%	-2%	?	-8
> CCN(CC)S(=O)(=O)c1cccc(S(=O)(=O)N2CCCCC2)c1
  -8%	8%	?	16
> COc1ccc(CC(=O)N2CCOCC2)cc1
  nt	-4%	-28	-2
> O=C(c1ccco1)c1cc2c(ccc3ccccc32)oc1=O
  -15%	-11%	-20	?
> COC(=O)c1ccc2nc(C(F)(F)F)[nH]c2c1
  -6%	2%	?	4
> COc1cc(NC(=O)COC(=O)CNC(=O)c2cc(C)cc(C)c2)c(C)cc1[N+](=O)[O-]
  nt	-4%	-7	nt
> COS(C)(=O)=O
  2%	8%	nt	nt
> COc1nccnc1NS(=O)(=O)c1ccc(N=Cc2c(C)[nH]n(-c3ccc(C)c(C)c3)c2=O)cc1
  10%	-3%	-12	?
> O=C(Cn1cc2c(n1)CCCC2)N1CCOCC1
  -2%	5%	25	-12
> Cn1c(C(=O)OC(C(=O)NC2CCCCC2)c2cccnc2)cc2sccc21 (configuration not stated)
  5%	0%	20	13
> O=S(=O)(Nc1ncnc2c1oc1ccccc12)c1ccc(Cl)s1
  -2%	-13%	16	0

Some of the entries so far, bar-delimited:
canonical_smiles | ALOX15B inhib | ALOX12 inhib | PNC inhibitor | IMPase inh
COc1ccc(CC(=O)N2CCOCC2)cc1 | nt | -4% | -28 | -2
O=C(c1ccco1)c1cc2c(ccc3ccccc32)oc1=O | -15% | -11% | -20 | ?
COC(=O)c1ccc2nc(C(F)(F)F)[nH]c2c1 | -6% | 2% | ? | 4

(cont.)
Fields – ALOX15B inhib	ALOX12 inhib	PNC inhibitor	IMPase inh
> CCCOC(=O)COC(=O)c1ccccc1NC(=O)c1ccccc1
  nt	-3%	11	nt
> O=C1c2ccccc2C(=O)N1CCCCSc1nnc2ccccn12
  -5%	-1%	24	0
> Cc1cc(N2C(=O)C(=O)/C(=C(/O)c3ccc(F)cc3)C2c2cccc(Br)c2)no1 (configuration not stated)
  2%	-29%	14	-5
> CC(C)C(=O)Nc1cccc(NC(=S)NC(=O)c2ccccc2Cl)c1
  -25%	-21%	39	2
> Cc1ccc(/C=C/C(=O)N2CCN(S(=O)(=O)c3ccc(C)c(C)c3)CC2)o1
  nt	-16%	?	nt
> OCCN1CN=C(Nc2nc3ccccc3s2)NC1
  12%	2%	-29	7
> CC1CCCN(S(=O)(=O)c2cccc(-c3cn4cccnc4n3)c2)C1 (configuration not stated)
  -4%	-1%	49	1
> C/C(=N\N=C\c1cccc(F)c1)c1nnn(-c2nonc2N)c1C
  nt	2%	14	nt
> CC(C)CNC(=S)Nc1ccccc1F
  nt	-11%	?	nt
> CON(C)c1nc(OCCNC(=O)COc2ccc(Cl)cc2C)nc(N(C)C)n1
  3%	-6%	21	5
> Cc1ccc(-c2noc(C3CCCN(C(=O)c4c(F)cccc4F)C3)n2)cc1 (configuration not stated)
  0%	-8%	11	8
> Cc1sc2ncnc(OCC(=O)N3CCN(S(=O)(=O)c4ccccc4)CC3)c2c1C
  nt	2%	-22	13[0.0738 µM]
> CC(c1nnc(Sc2nnnn2-c2ccccc2)n1-c1ccc(F)cc1)N(C)C (configuration not stated)
  3%	-8%	6	5
> CC(O)c1nc2ccccc2n1C/C=C/c1ccccc1 (configuration not stated)
  28%	-9%	?	1
> O=C(CC1CS(=O)(=O)CC1CC(=O)Oc1ccccc1F)Oc1ccccc1F (configuration not stated)
  nt	-2%	29	nt
> O=c1c2cc(Cl)ccc2[nH]c(=S)n1Cc1ccccn1
  nt	0%	?	nt
> Cc1ccc(C(=O)CSc2nc(C)cc(=O)[nH]2)cc1
  -3%	3%	41	2
> COC(=O)c1cccc(C23CC4(C2)[C@H](CN(Cc2cccnc2)[C@@H]4c2ccccc2)C3c2ccc(Cl)nc2)c1 (some centres not stated)
  9%	0%	nt	nt
